APOBEC3A inh: human APOBEC3A DNA deaminase inhibition; recombinant A3A, FAM/TAMRA ssDNA deamination fluorescence; inhibition, % at 20 µM; AID 493011; 330,000 compounds, 0.41% hits; P31941;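 active = at least 40% inhibition at 20 µM here, with at most 30% in a related deaminase screen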;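 also: plate controls were A3A with DMSO for no effect and wells lacking A3A enzyme for full effect; some results filed as inactive read as strong as hits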
MPTP inh: permeability transition pore inhibition; isolated mouse mitochondria, Ca2+ swelling absorbance, 30 min; inhibition, % at 10 µM; 360,000 compounds, 1.4% hits;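 active = inhibition of 50% or more, scaled per plate between neutral and stimulator controls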;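 also: 0% = DMSO wells given calcium and 100% = 1 mM EGTA wells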
hIAP block: blocks human intestinal alkaline phosphatase; inhibition, % at 10 µM; purified IAP, CDP-Star luminescence, 30 min; P09923; AID 2544; 330,000 compounds, 0.12% hits;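 active = inhibition reaching a set limit with compound at 10 µM in the primary screen, cut at about 35% in these data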;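 also: plate controls were DMSO wells with enzyme for no effect and no-enzyme buffer wells for full effect; values of inactives mirror those of a sister screen read the other way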
Target sequence (P09923 whole entry, looked up): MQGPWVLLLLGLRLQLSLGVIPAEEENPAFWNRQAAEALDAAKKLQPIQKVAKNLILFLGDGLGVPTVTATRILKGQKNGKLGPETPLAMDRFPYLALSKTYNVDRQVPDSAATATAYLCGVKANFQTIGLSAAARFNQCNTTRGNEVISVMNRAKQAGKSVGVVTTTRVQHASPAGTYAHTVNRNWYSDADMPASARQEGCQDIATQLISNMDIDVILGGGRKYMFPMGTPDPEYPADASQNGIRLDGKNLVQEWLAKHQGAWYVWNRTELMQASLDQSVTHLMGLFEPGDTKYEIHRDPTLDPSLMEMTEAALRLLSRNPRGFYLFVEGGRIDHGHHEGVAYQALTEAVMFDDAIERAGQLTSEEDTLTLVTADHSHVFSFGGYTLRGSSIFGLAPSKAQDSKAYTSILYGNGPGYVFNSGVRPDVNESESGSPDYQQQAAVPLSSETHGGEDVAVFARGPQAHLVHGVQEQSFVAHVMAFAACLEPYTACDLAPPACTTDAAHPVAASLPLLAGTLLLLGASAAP
MIN6 prolif: inducers of beta-cell replication in MIN6 cells; 330,000 compounds, 0.29% hits; MIN6 cells proliferation, ATPlite luminescence, 48 h; cells starved in 0.2% serum; 100% = growth in 10% serum; proliferation, % at 10 µM; AID 2380;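 active = compounds whose signal lies at least 3.5 SD above the mean of all wells on their plate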;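 also: 0% = DMSO-treated cells in low-serum medium and 100% = 10% serum control; some compounds called inactive have numbers as strong as hits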
mIAP block: blocks mouse intestinal alkaline phosphatase. purified mouse IAP, CDP-Star luminescence, 30 min. inhibition, % at 10 µM. 330,000 compounds, 0.2% hits. AID 2806;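 active = inhibition of at least 40% at 10 µM in the primary screen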;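 also: plate controls were DMSO with enzyme for no effect and no enzyme wells for full effect; values of inactives mirror those of a sister screen read the other way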
APOBEC3G inh: blocks human APOBEC3G single-stranded DNA deamination; 330,000 compounds, 0.28% hits; recombinant A3G, ssDNA deamination FAM/TAMRA fluorescence; inhibition, % at 20 µM;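 active = inhibition of at least 40% at 20 µM, with no more than 30% in the related APOBEC3A deaminase screen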;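 also: plate controls were DMSO wells with A3G for no effect and wells lacking A3G enzyme for full effect; some compounds called inactive have numbers as strong as hits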
Target sequence (Q9HC16 whole entry, looked up): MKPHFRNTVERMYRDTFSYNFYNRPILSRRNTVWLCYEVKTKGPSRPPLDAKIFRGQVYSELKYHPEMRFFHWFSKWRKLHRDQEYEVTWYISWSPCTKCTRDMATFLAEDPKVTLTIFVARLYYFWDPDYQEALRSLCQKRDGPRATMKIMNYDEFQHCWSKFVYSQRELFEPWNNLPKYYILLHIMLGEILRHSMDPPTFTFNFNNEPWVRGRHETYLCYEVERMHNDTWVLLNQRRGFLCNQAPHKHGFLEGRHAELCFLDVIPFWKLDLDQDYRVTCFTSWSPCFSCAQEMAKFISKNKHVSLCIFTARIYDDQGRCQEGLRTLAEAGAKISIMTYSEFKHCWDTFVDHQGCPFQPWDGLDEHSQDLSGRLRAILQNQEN
mIAP activ: mouse IAP activation; muIAP, CDP-Star luminescence, 30 min; active compounds read high; 1 = vehicle-only enzyme signal, 0 = enzyme-free wells; activation factor at 10 µM; 330,000 compounds, 0.24% hits; AID 2805;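 active = activation factor of at least 2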; also: the source names both 10 and 20 µM as test concentration; values of inactives mirror those of a sister screen read the other way
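also added = chemiluminescent substrate CDP-Star | test system = mouse IAP enzyme | signal = chemiluminescence readout | compound = DMSO-dissolved test compounds | incubation = 30 min at room temperature | benchmarks = DMSO wells, no-enzyme wells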
GRIN3A LBD mod: modulators (binders) of human NR3A ligand-binding domain | NR3A LBD differential scanning fluorimetry, Tm shift; 0% = protein alone, 100% = glycine-bound protein | Tm shift relative to glycine control, % at 25 µM | 340,000 compounds, 2.5% hits;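 active = melting temperature shift of at least 10% of the positive control shift, at one fixed dose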
hIAP activ: human IAP activation; AID 2524; activation factor at 10 µM; 330,000 compounds, 0.16% hits; purified human IAP, CDP-Star luminescence, 30 min; active compounds read high; 1 = vehicle-only enzyme, 0 = enzyme-free background;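 active = activation factor of the enzyme at least 2-fold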; also: the source names both 10 and 20 µM as test concentration; values of inactives mirror those of a sister screen read the other way
Numbers without * were called inactive; . = no result given. Not a hit list; about 5% have a hit in one of these screens.

canonical_smiles	APOBEC3A inh	hIAP activ	APOBEC3G inh	hIAP block	mIAP block	mIAP activ	MPTP inh	GRIN3A LBD mod	MIN6 prolif
CCOC(=O)C1=NN(c2ccc(C)cc2)C2(S1)SC(C(C)=O)=C(C)N2c1ccccc1 (centres undefined)	-6	0.93	-4	7	16	0.84	-0.1	0	-6
O=c1c(Oc2ccccc2Br)c(C(F)(F)F)oc2c(CN3CCCC3)c(O)ccc12	-1	0.97	-4	2	8	0.92	0.1	-4	-3
C[N+]12CCCCC1C(COC(=O)c1ccc3c(c1)OCO3)CCC2 (centres undefined)	58*	0.92	28	8	-1	1	-1.0	1	-1
Cc1c(CC(=O)N[C@@H](C)C(=O)O)c(=O)oc2cc3oc4c(c3cc12)CCCC4	-4	1	-7	0	4	0.96	0.9	0	-2
C/C(=N\NC(=O)c1ccccc1NC(=O)c1ccc(Cl)cc1)c1ccncc1	3	1.2	-8	-18	5	0.95	2.3	-4	-6
CCn1ncc(-c2cc(C(=O)O)no2)c1C	-3	1	-4	-4	9	0.91	.	-1	-2
Cc1cccc([N+](=O)[O-])c1C(=O)O	14	1	-2	-1	13	0.87	-0.1	0	-1
Cc1c(C2(O)CCCCC2)[nH]c2ccc(C#N)cc12	-3	0.94	-6	6	-32	1.3	1.2	-18	-4
Cc1ccc(CC2S/C(=C(/C#N)C(=O)N3CCOCC3)N(c3ccccc3)C2=O)cc1 (centres undefined)	0	1	-1	-4	8	0.92	2.1	-3	3
O=C(CN1CCN(S(=O)(=O)c2cccs2)CC1)N1CCCCC1	1	0.99	-6	1	2	0.98	-3.0	5	1
CCS(=O)(=O)c1ccc2c(c1)N(S(=O)(=O)c1ccccc1)CC(C(=O)O)O2 (centres undefined)	1	1	-2	0	0	1	-1.1	-1	-1
O=C(Nc1cccc2ccccc12)C(=O)C1C(=O)Nc2ccccc21 (centres undefined)	-3	1	-6	-2	10	0.9	1.3	-3	1
CCN(c1ccccc1)S(=O)(=O)c1ccc2[nH]c(=O)c(=O)[nH]c2c1	1	0.95	-11	5	7	0.93	0.1	-3	0
COc1ccc(Cn2ccnc2CO)cc1[N+](=O)[O-]	2	0.91	-3	9	1	0.99	-0.1	-1	4
CC1C(=O)N2CCCc3cc(S(=O)(=O)Nc4ccccc4F)cc1c32 (centres undefined)	-3	1.1	-6	-8	9	0.91	-1.5	0	1
COc1ccc(OC)c(C2=NS(=O)(=O)N(C)C(C(=O)Nc3cccc(C(C)=O)c3)=C2)c1	-6	0.73	-9	27	7	0.93	-0.7	4	-1

Three entries already listed, arranged by length of the SMILES, largest number first.
canonical_smiles	APOBEC3A inh	hIAP activ	APOBEC3G inh	hIAP block	mIAP block	mIAP activ	MPTP inh	GRIN3A LBD mod	MIN6 prolif
Cc1c(CC(=O)N[C@@H](C)C(=O)O)c(=O)oc2cc3oc4c(c3cc12)CCCC4	-4	1	-7	0	4	0.96	0.9	0	-2
Cc1ccc(CC2S/C(=C(/C#N)C(=O)N3CCOCC3)N(c3ccccc3)C2=O)cc1 (centres undefined)	0	1	-1	-4	8	0.92	2.1	-3	3
C[N+]12CCCCC1C(COC(=O)c1ccc3c(c1)OCO3)CCC2 (centres undefined)	58*	0.92	28	8	-1	1	-1.0	1	-1

Other records
canonical_smiles	APOBEC3A inh	hIAP activ	APOBEC3G inh	hIAP block	mIAP block	mIAP activ	MPTP inh	GRIN3A LBD mod	MIN6 prolif
CN(CCc1cn[nH]c1)Cc1nc(Cc2ccccc2F)no1	4	0.97	-1	3	4	0.96	1.7	-2	-3
O=C(Nc1cccs1)Nc1c(F)c(F)cc(F)c1F	-1	0.92	0	8	18	0.82	3.3	5	0
CN(CC(=O)Nc1c(Cl)cccc1Cl)CC(=O)N(C)C1(C#N)CCCCC1	-2	1.8	-3	-84	-15	1.1	-0.2	1	-2
CC(=O)c1cc2c(cc1NC(=O)CN(C)S(=O)(=O)c1cccs1)OCO2	-2	0.86	-6	14	6	0.94	-0.7	1	-1
O=C(NCc1ccccc1Cl)c1ccc(S(=O)(=O)N2CCCC2)cc1	1	1.2	0	-18	3	0.97	-0.9	2	-3
O=C(O)C1CSC2(CCN(Cc3ccccc3)CC2)N1 (centres undefined)	-3	1.1	-6	-12	8	0.92	-1.0	1	-2
N#Cc1ccccc1NC(=O)CC1c2ccccc2Oc2ccccc21	-3	1	-3	-2	2	0.98	1.8	13*	0
COCCN1Cc2cccc(C(=O)N3CCN(c4cc(C)ccc4C)CC3)c2C1=O	0	0.91	0	9	-6	1.1	-1.0	-2	-7
O=C1N/C(=C/c2cccn2-c2ccccc2)C(=O)N1c1cccc(Cl)c1	0	0.8	-5	20	20	0.8	1.2	-6	-2
c1coc(CNCCCN2CCOCC2)c1	1	0.97	-3	3	-2	1	-3.9	-2	-1
CS(=O)(=O)N1CCCC(C(=O)NCCc2ccccc2)C1 (centres undefined)	3	0.88	1	12	-4	1	-0.8	.	-1
Cc1c(Cl)cccc1Nc1nc(NCCO)c2ccccc2n1	-3	1.1	-5	-14	0	1	5.0	-2	-4
Cc1ccc(S(=O)(=O)NCC(=O)OCC(=O)N(C)C2CCS(=O)(=O)C2)cc1 (centres undefined)	3	0.94	-3	6	-4	1	-0.8	0	-4
COc1cc(CNC(=O)OCC(C)C)cc(OC)c1OC	7	1	-2	-3	0	1	-1.5	2	1
COCCN(C(=O)CCC(=O)Nc1nccs1)C(C(=O)NCCC(C)C)c1ccc(F)cc1 (centres undefined)	0	1	-5	0	0	1	-2.3	0	0
COc1cccc(/C=N/N2CCN(c3ccc(Cl)cc3)CC2)c1OC	2	1	-7	-4	5	0.95	1.0	1	0
COc1ccc(S(=O)(=O)N2CCC(C(=O)NC3CC3)CC2)cc1	-1	1.1	1	-11	0	0.99	-2.9	-1	0
Cc1ccccc1C(=O)NC1CC2CCC(C1)N2Cc1ccccc1 (centres undefined)	-1	1.1	-9	-13	6	0.94	1.0	0	0
CCOC(=O)Cc1csc(NC(=O)Nc2cccs2)n1	-1	1.1	-4	-11	0	1	0.8	1	-1
CC(=O)c1c(C)[nH]c(C(=O)OCc2cccc(C)c2)c1C	-2	0.91	-10	9	5	0.95	5.3	-4	-2
Cn1nnnc1SCC(=O)Nc1ccc(Br)cc1Br	0	1.3	-5	-32	-5	1	-0.5	0	-2
Cc1cc(C)n(-c2nc3ccccc3c(=O)n2OCCOc2ccccc2)n1	0	1.1	-5	-15	3	0.97	3.3	2	2
CCNC(=O)COC(=O)c1ccc(S(=O)(=O)N2CCCCCC2)cc1	3	0.95	-2	5	8	0.92	0.7	2	5.4*
C/C(=N\NC(=O)CCn1nnc2ccccc21)c1ccco1	-1	1.2	-5	-16	0	1	0.0	-3	-1
O=C(NCC1CCCO1)C(c1ccncc1)N(Cc1cccs1)C(=O)CN1C(=O)c2ccccc2S1(=O)=O (centres undefined)	-3	1.1	-6	-7	0	1	-1.5	-1	-2
O=C(Nc1ncnc2sc3c(c12)CCCCC3)c1ccc(F)cc1	4	1	0	-3	11	0.89	-1.0	-2	-1
CCn1c(SCC(=O)Nc2ccccc2-c2ccccc2)nnc1-c1ccoc1C	1	0.87	-3	13	17	0.83	2.3	1	-1
CCOc1ccc(OC(=O)c2ccc3c(=O)n4c(nc3c2)CCC4)cc1	-1	0.94	-8	6	-1	1	-0.4	0	-4
O=C(Cc1ccc(Cl)cc1)Nc1ccccc1Sc1ccccc1	-2	0.76	-5	24	4	0.96	10	15*	0
Cn1c(SCC(=O)NCc2ccc3c(c2)OCO3)nc2c(c1=O)SCC2	1	1.2	-1	-20	3	0.97	-0.9	-1	1
COCc1c(C(N)=O)nnn1-c1nonc1N	-1	0.95	-1	5	6	0.94	0.2	-1	-1
CC(=O)Nc1ccc(S(=O)(=O)Oc2ccc(Br)cc2C(=S)N2CCOCC2)cc1	-2	1.2	-7	-18	8	0.92	0.3	1	5
Cc1ccc(Oc2nsnc2N2CCOCC2)cc1	-5	1	-8	-3	0	1	2.4	-1	1
CC(C)NC(=O)CCn1c(=S)oc2ccccc21	2	0.87	5	13	-9	1.1	-0.1	0	0
COc1ccc2c(c1)CCc1c(C(=O)N3CCCC3)noc1-2	0	0.98	-5	2	7	0.93	-0.2	-3	2
CN(C)S(=O)(=O)N1CCN(C(=O)N(c2ccccc2)c2ccccc2)CC1	-2	0.95	-4	5	2	0.98	-0.9	-4	-1
C=CCNc1nc(C(=O)OCC(=O)Nc2ccc(S(N)(=O)=O)cc2)cs1	7	1	-8	-3	9	0.91	-2.0	7	-3
COC(=O)c1cccc(NC(=O)Cn2nnc3ccccc32)c1	-3	1.3	-3	-27	-2	1	0.3	0	-2
Cc1ccc(NC(=O)n2ccc(-c3ccc(-n4ccnc4)cc3)n2)cc1	6	1.1	1	-11	-3	1	0.0	8	1
CCOC(=O)c1csc(-c2snnc2C)n1	-3	1.1	-1	-7	10	0.9	1.9	1	-1
CC(C)N(C(=O)[C@H]1C[C@H](CC(=O)NCc2ccco2)C(=O)N2CCc3c([nH]c4cc(CCC(=O)N(C)C)ccc34)[C@]12C)C(C)C	1	.	0	.	-11	1.1	-1.7	2	.
CSc1nnc2c(n1)OC=Nc1ccc(Br)cc1-2	6	0.82	-6	18	4	0.96	1.2	-1	-3
OCCC1CN(Cc2ccc(Oc3ncccn3)cc2)CCN1C1CCCC1 (centres undefined)	1	1.1	-3	-5	2	0.98	0.9	-1	-4
CCc1nnc(NC(=O)C(C)Sc2ccccc2)s1 (centres undefined)	1	0.95	-4	5	-5	1.1	0.2	0	-3
O=C(O)CCCC(=O)Nc1nc(-c2ccc(F)cc2)cs1	3	0.89	4	11	-11	1.1	-6.3	0	-3
Cn1c(=O)oc2cc(S(=O)(=O)NCc3ccccc3)ccc21	-8	0.95	-9	5	-3	1	0.2	1	1
Cc1ccc(CCNC(=O)C2CCN(S(=O)(=O)N3CCOCC3)CC2)cc1	-4	1	-4	-2	3	0.97	0.0	-1	-2
O=C1CN(c2nc(-c3ccccc3)c3cc(Cl)ccc3n2)c2ccccc2N1	3	0.88	-1	12	4	0.96	-0.2	-3	-5
Cc1cc(=O)n(C)c(=O)n1CCCCCCOc1cccc([N+](=O)[O-])c1	0	0.88	-10	12	8	0.93	57*	-2	-1
OC1=C(O)c2nc3ccccc3nc21	-1	1.1	-5	-9	6	0.94	-1.7	-1	-3
CCCCN(C(=O)c1cccc(-n2cnnn2)c1)c1c(N)n(CC(C)C)c(=O)[nH]c1=O	-4	0.89	-11	11	-6	1.1	-0.8	2	-2
CC1=C(C(=O)Nc2ccc(Cl)cc2)C2(CCCCC2)C(C(N)=O)C(=S)N1 (centres undefined)	-4	0.93	-6	8	4	0.96	.	.	-1
C=CCn1c(SCc2cc(=O)n3ccsc3n2)nnc1C1CCCCC1	31	0.8	32	20	3	0.97	1.0	-15	-1
Cc1ccc(C(=O)Nc2ccc(C(=O)N/N=C/c3ccc(C)o3)cc2)cc1	-2	1.2	-4	-20	-1	1	-0.2	15*	-2
O=C(NNS(=O)(=O)c1ccccc1[N+](=O)[O-])c1cccc(Cl)c1	-1	1.2	-5	-20	-4	1	0.9	7	0
Cc1nn2c(C(F)(F)F)c3c(nc2c1-c1ccccc1)CCC3	-1	0.99	-3	1	1	0.99	0.1	0	0
Cc1ccc(CNC(=O)c2ccc(N3CCC4(CC3)CC(c3cccc(Br)c3)=NO4)c(NC(=O)c3ccc(Cl)c([N+](=O)[O-])c3)c2)cc1	-1	0.85	-4	15	-1	1	-0.4	1	-1

High-throughput results (PubChem)
